Screens as filed in PubChem.
HT1080 IDH1KD tx – kills HT-1080 cells with IDH1 knockdown. HT-1080 IDH1 knockdown viability, ATP luminescence, 48 h. Potency, µM (doses to about 46.1 µM), for inactives: top-dose activity, negative = toxicity, most hits filed as cytotoxic. 2% of 360,000 active;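 also: 0% = DMSO wells and -100% = cell-free medium wells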
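IDH1KD HT-1080 cells, 750/well, RPMI + 5% FBS; compound pinned after 2 h settling; 48 h, 37 °C; CellTiter-Glo luminescence; % activity normalised to DMSO and no-cell wells; curves fitted, classed by r2 and efficacy.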
KB-V1 MDR tox – KB-V1 MDR subline cytotoxicity. KB-V1 MDR cells viability, CellTiter-Glo, 72 h. Potency, µM (doses to about 46.1 µM), without a hit: at the highest dose activity change, negative = cytotoxicity, hits mostly cytotoxic. 3.4% of 400,000 active; also: % is scaled to controls: 0 for no effect and ±100 for the full control effect; nearly all actives have a fitted effect of over 60% in size
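qHTS viability screen in drug-selected KB-V1 MDR cells: 72 h compound treatment at 37 degrees C, ATP luminescence end point.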
TDP-43 yeast inh – rescues yeast growth from TDP-43 toxicity | TDP-43 expressing yeast growth rescue, BacTiter-Glo, 24 h | Potency, µM (series often up to 46.1 µM), without a hit: at the top dose growth rescue (activation), usual class: activators | 1.8% of 410,000 active; also: % of control where 0% means no effect; nearly all actives have a fitted effect of over 50% in size
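Luminescence from BacTiter-Glo reports growth of TDP-43-expressing yeast after 24 hr at 30 deg C with compound. Cells were raffinose-pregrown to mid-log, then seeded in galactose medium at OD600=0.02.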
HT1080NT lethal – kills 2HG-producing HT-1080-NT fibrosarcoma cells; AID 686970; HT-1080-NT fibrosarcoma viability, CellTiter-Glo ATP luminescence, 48 h; Potency, µM (top dose mostly 46.1 µM), without a hit: at the top dose activity, negative = less viability, hits mostly cytotoxic; 1.6% of 360,000 active;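 also: NT is the 2HG producing partner of a matched IDH1 knockdown line; 0% = DMSO-treated cells and -100% = media-only wells without cells; nearly all actives have a fitted effect of over 55% in size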
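Read-out is CellTiter-Glo luminescence after 10 minutes at room temperature, following 48 hours' compound treatment of HT-1080-NT cells (750 cells/well, RPMI, 5% FBS, 37 degrees C).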
GLP1R cytotox – cytotoxicity in counter-screen for GLP-1R inverse agonists | HEK293 cAMP-luciferase reporter cells, luminescence, 24 h | Potency, µM (doses to about 38.3 µM), inactives show top-dose activity change, negative = inhibition, most hits filed as inhibitors | 0.13% of 410,000 active | AID 624418;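 also: loss of luciferase light is scored as toxicity; % is scaled to controls: 0 for no effect and ±100 for the full control effect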
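Compound-treated cells are incubated 24 hr at 37 deg C under 5% CO2 after a 12 hour attachment period, then luciferase detection reagent is added and luminescence is measured following 12 min at room temperature; lowered signal indicates toxicity.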
KB-3-1 cytotox – kills parental KB-3-1 adenocarcinoma cells | AID 1347075 | 1.4% of 400,000 active | Potency, µM (titrated, usually from 46.1 µM), inactives show at the top dose activity change, negative = cytotoxic, most hits filed as cytotoxic | KB-3-1 viability, CellTiter-Glo ATP luminescence, 72 h; also: % is scaled to controls: 0 for no effect and ±100 for the full control effect; nearly all actives have a fitted effect of over 60% in size
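Multi-concentration cytotoxicity screen in KB-3-1 cells grown in DMEM lacking phenol red with 10% FBS. After 72 h at 37 °C with compound, ATP-dependent luminescence was recorded.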
GLP1R inv ag – acts as inverse agonist at human GLP-1 receptor; P43220; HEK293 GLP-1R CRE-luciferase, luminescence, 24 h; GLP-1R form is constitutively active; Potency, µM (doses to about 38.3 µM), inactives show at the top dose activity change, negative = inhibition, usual class: inhibitors; 1.6% of 410,000 active; AID 624417; also: % is scaled to controls: 0 for no effect and ±100 for the full control effect; nearly all actives have a fitted effect of over 55% in size
Target sequence (P43220 whole entry, looked up): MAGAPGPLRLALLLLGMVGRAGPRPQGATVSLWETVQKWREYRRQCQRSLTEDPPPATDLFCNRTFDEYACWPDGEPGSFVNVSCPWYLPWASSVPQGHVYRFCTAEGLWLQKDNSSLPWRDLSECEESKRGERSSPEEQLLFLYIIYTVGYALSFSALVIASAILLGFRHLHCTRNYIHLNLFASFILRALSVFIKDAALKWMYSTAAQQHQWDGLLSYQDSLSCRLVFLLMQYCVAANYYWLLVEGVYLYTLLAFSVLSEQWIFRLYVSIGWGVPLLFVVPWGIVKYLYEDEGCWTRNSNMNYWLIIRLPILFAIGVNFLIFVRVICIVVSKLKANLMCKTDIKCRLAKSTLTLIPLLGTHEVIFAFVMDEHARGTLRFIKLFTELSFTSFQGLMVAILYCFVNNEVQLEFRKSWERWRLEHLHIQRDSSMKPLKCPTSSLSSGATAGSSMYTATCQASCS
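Luminescence readout: a drop in cAMP-driven luciferase signal flags inverse agonism at a constitutively active GLP-1R stably expressed in HEK293. Compound exposure lasted 24 hr at 37 deg C, 5% CO2.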
SW480 rerep – induces DNA re-replication in SW480 colon adenocarcinoma cells | SW480 DNA re-replication, Hoechst DNA content imaging, 48 h | 1.8% of 340,000 active | Potency, µM (doses to about 46.1 µM), for inactives: at the top dose re-replication activation, actives largely listed as activators | AID 624297; also: % of control where 0% means no effect; nearly all actives have a fitted effect of over 55% in size
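Treated cells incubate 48 hr (37 C, 5% CO2), are stained 40 min with Hoechst, and nuclear fluorescence is enumerated; a rise in nuclei with high DNA signal marks re-replication.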
GLP1R ag – agonists of human GLP-1 receptor. P43220. HEK293 GLP-1R CRE-luciferase, luminescence, 4-6 h; cells express a hypersensitive GLP-1R form. Potency, µM (doses to about 45.6 µM), inactives show at the highest dose activation, usual class: activators. 0.007% of 380,000 active. AID 624172; also: % of control where 0% means no effect
* marks the source's active call; other numbers are inactive results; u = inconclusive; x = no result given; [ ] = another dose, or the depositor's remark. Calls follow the shape of the dose curve; as a rule, active = well fitted curve in the direction sought with a large enough effect; inconclusive = small, poorly fitted or top-dose-only effect, or another doubt; inactive = no such curve, though single readings can be large; an effect the other way counts as inactive or inconclusive. Potency is read from the fitted curve at half-maximal effect. This is a subset; the hit share may differ from the screen's.

SMILES	HT1080 IDH1KD tx	KB-V1 MDR tox	TDP-43 yeast inh	HT1080NT lethal	GLP1R cytotox	KB-3-1 cytotox	GLP1R inv ag	SW480 rerep	GLP1R ag
COc1ccc(C2=NCC(=S)Nc3ccc(Cl)cc32)cc1Cl	-1.6%	-2.9%	-5.6%	0.1%	2.0%	-7.6%	1.7%	-8.3%	-3.6%
CCOC(=O)C1CCCN(c2ccc([N+](=O)[O-])c3nonc23)C1 (stereo unspecified)	-3.5%	17.7%	-11.6%	-7.2%	10µM*	15.9%	20.7%	-11.3%	u
N#CC(CCN1CCOCC1)(c1ccccc1)c1ccccc1	-2.2%	16.8%	3.3%	1.3%	6.5%	2.2%	-5.1%	-5.7%	4.4%
C=CC[C@@H](CC(=O)N[C@@H](CO)Cc1ccccc1)C(=O)N[C@@H](COC(=O)[C@@H](CC=C)CC(=O)OC(C)(C)C)Cc1c[nH]c2ccccc12	-5.5%	0.0%	1.3%	-8.0%	-14.4%	0.0%	u	u	6.7%
CCn1c(O)c(/C(C)=N/N2CCCCC2c2cccnc2)c(=O)[nH]c1=S (stereo unspecified)	-17.3%	u	3.3%	-11.9%	12.3%[1.53 µM]	3.3%	11.0%	-2.2%	4.7%
COc1ccc(F)cc1CN1CCN(C(=O)CCC(=O)Nc2nnc(CC(C)C)s2)CC1	-4.0%	0.0%	8.5%	-2.9%	2.5%	-18.0%	u	u	4.3%
Cc1cccc(CN(C)C)c1OC(=O)N(C)C	5.2%	1.9%	-0.2%	4.4%	0.0%	3.0%	0.0%	-19.5%	-3.0%
CCOc1cc(/C=C2\SC(N)=NC2=O)ccc1O	2.6%	0.0%	-5.2%	0.7%	u	4.5%	39.5%[activator]	1.4%	-1.9%
CC1=C(C(=O)OC(C)C)[C@]2(C(=O)N(CC(N)=O)c3ccccc32)C(C#N)=C(N)O1	5.4%	7.4%	-19.4%	6.4%	0.6%	-11.0%	6.1%	5.6%[9.22 µM]	-3.9%
N=c1ccccn1Cc1ccccc1	12.8%	16.2%	-5.6%	25.3%	-11.4%	1.2%	-15.8%	-20.4%	-3.1%
CCC(=O)CC(c1ccc([N+](=O)[O-])cc1)c1c(O)c2ccccc2oc1=O (stereo unspecified)	-0.1%	12.9%	6.4%	-16.5%	9.1%	-1.4%	-1.4%	-3.0%	13.5%
O=C1CN=C(c2ccccc2Cl)c2cc(Br)ccc2N1	-17.0%	u	-9.3%	-20.6%	-13.9%	-14.5%	-20.6%	-1.4%	17.1%
COc1ccc(-c2nn(CCC#N)cc2C(=O)Nc2ccc(C(C)=O)cc2)cc1[N+](=O)[O-]	-12.0%	u	-2.5%	-2.5%	-6.4%	14.1%	238.3%[activator]	0.0%	18.0%
CC1=CC2/C=C(\C)CCC(O)C(O)/C=C/C(=O)C23C(=O)NC(CC(C)C)C3C1C (stereo unspecified)	7.31µM*	u	-3.6%	11.6µM*	u	4.61µM*	u	18.4µM*	-8.6%
O=C(CCN1CCOCC1)Nc1ccc(Br)cc1C(=O)c1ccccc1	-9.5%	-8.3%	-15.4%	-0.9%	1.7%	0.2%	6.3%	-3.0%	-0.2%
COc1ccc(C2CC(=O)Oc3c2c(=O)oc2ccccc32)c(OC)c1OC (stereo unspecified)	x	17.5%	17.2%	x	41.1%[activator]	u	-4.6%	x	x
CC1=CC2OC3CC4OC(=O)C=CC=CC(C(C)O)OCC(O)C(C)CC(=O)OCC2(CC1O)C4(C)C31CO1 (stereo unspecified)	x	u	u	0.0461µM*	-49.5%	0.0092µM*	-75.9%	14.1%	-7.5%
COc1ccc(C(=O)Nc2cc(Cl)ccc2C(=O)O)cc1	-7.1%	16.1%	0.0%[9.22 µM]	-8.2%	-7.3%	-22.7%	-10.6%	u	-0.7%
Cn1c(=O)c2cc(S(=O)(=O)Nc3ccc4c(c3)OCO4)ccc2n(C)c1=O	u	u	-11.9%	u	-27.9%	u	-5.3%	5.0%	4.6%
Cc1cc(Nc2cccc(C(F)(F)F)c2)nc2ccc(NC(=O)c3cccnc3)cc12	x	u	u	x	u	u	3.98µM*	x	x
CSc1ccc(CN2CCN(c3ccccc3C)CC2)cc1	-21.3%	u	-1.1%	-19.2%	7.5%	-13.8%	u	-1.9%	-0.8%
Cc1ccc2nc(C)cc(Nc3ccc4c(c3)OCCO4)c2c1	u	-6.2%	6.8%	u	u	u	u	2.7%[9.22 µM]	1.0%
CN1CCC(O)(c2ccccc2)C(C(=O)c2ccccc2)C1 (stereo unspecified)	12.5%	22.5%	4.8%	9.2%	-2.3%	-2.0%	14.0%	2.6%	-0.1%
CCN(CC(=O)Nc1ccc(C#N)c(Cl)c1)CC(=O)NC1CCS(=O)(=O)C1 (stereo unspecified)	-4.7%	1.0%	2.3%	-0.3%	2.7%	11.7%	9.4%	-0.1%	4.0%

One compound at a time (already shown):
Results for CSc1ccc(CN2CCN(c3ccccc3C)CC2)cc1 = HT1080 IDH1KD tx = -21.3%; KB-V1 MDR tox = u; TDP-43 yeast inh = -1.1%; HT1080NT lethal = -19.2%; GLP1R cytotox = 7.5%; KB-3-1 cytotox = -13.8%; GLP1R inv ag = u; SW480 rerep = -1.9%; GLP1R ag = -0.8%
Results for CCN(CC(=O)Nc1ccc(C#N)c(Cl)c1)CC(=O)NC1CCS(=O)(=O)C1 (stereo unspecified) = HT1080 IDH1KD tx = -4.7%; KB-V1 MDR tox = 1.0%; TDP-43 yeast inh = 2.3%; HT1080NT lethal = -0.3%; GLP1R cytotox = 2.7%; KB-3-1 cytotox = 11.7%; GLP1R inv ag = 9.4%; SW480 rerep = -0.1%; GLP1R ag = 4.0%

(listing goes on)
SMILES	HT1080 IDH1KD tx	KB-V1 MDR tox	TDP-43 yeast inh	HT1080NT lethal	GLP1R cytotox	KB-3-1 cytotox	GLP1R inv ag	SW480 rerep	GLP1R ag
O=P1(Oc2ccccc2)C[C@@H](O)[C@@H](O)[C@H](COCc2ccccc2)O1 (stereo partly specified)	24.6%	14.9%	-3.6%	20.1%	14.1%	26.4%	23.1%	2.2%	-1.7%
COc1cc(C(O)P(=O)(OCCC(C)C)c2ccc(N(C)C)cc2)cc(OC)c1OC (stereo unspecified)	1.5%	u	-10.9%	12.9%	u	0.3%	3.5%	-6.7%	6.9%
NC(=O)Nc1ccc(C(=O)OCC(=O)Nc2ccc(Cl)cc2C(=O)c2ccccc2)cc1	1.1%	-2.7%	8.3%	2.7%	-1.4%	7.2%	-0.9%	-1.0%	14.4%
CC(=NCc1cccnc1)c1c(O)n(Cc2ccccc2)c(=O)[nH]c1=O	-1.9%	u	13.6%	-6.1%	4.3%	1.2%	5.2%	-7.4%	-2.5%
NC(=O)c1cccc(-c2cccc(OC(=O)NC3CCCCC3)c2)c1	19.2%	12.1%	20.0%	u	-6.4%	0.5%	39.9%[activator]	-4.4%	-10.6%
CCn1c(O)c(C=Nc2ccc(N3CCOCC3)c(Br)c2)c(=O)n(CC)c1=S	0.8%	-0.7%	19.6%	1.2%	3.0%	2.6%	0.0%	-1.5%	-14.1%
O=C1N(c2ccc(Cl)cc2)C(c2cccnc2)N2CCCN12 (stereo unspecified)	6.9%	0.0%	35.5µM*	8.0%	-5.4%	3.6%	-4.0%	-0.3%	1.7%
Nc1cnn(-c2ccccc2)c(=O)c1Cl	0.0%	-2.1%	8.2%	1.1%	-1.2%	12.0%	3.3%	-2.2%	0.9%
N#Cc1cc(F)c(N2CCNCC2)cc1Cl	4.5%	10.3%	7.2%	16.5%	-4.5%	7.0%	-1.6%	-6.6%	-7.1%
C[C@H]1[C@H](OC(=O)CCC(=O)NCc2ccc(C(=O)O)cc2)O[C@@H]2O[C@@]3(C)CC[C@H]4[C@H](C)CC[C@@H]1C24OO3	8.2µM*	14.6µM*	22.4µM*	u	u	8.2µM*	u	u	8.3%
COC(=O)C1=C(c2cc3ccccc3s2)C[C@@H]2CC[C@H]1N2C(=O)NC1CCCCC1	-21.6%	u	u	-12.3%	-3.8%	u	-17.0%	u	-1.7%
O=[N+]([O-])c1cc(Cl)c(O)c2ncccc12	u	-18.1%	-92.8%[inhibitor]	-25.8%	u	7.31µM*	u	10.3µM*	7.3%
O=c1c2ccccc2nc(CSc2ncnc3nc[nH]c23)n1-c1ccccc1Cl	-1.4%	0.7%	-7.0%	-6.7%	-10.8%	18.8%	46.9%[activator]	2.8%	8.4%
COC(=O)C1=CO[C@@H](C)[C@@H]2CN(CCc3c[nH]c4ccccc34)CC[C@H]12	-2.2%	25.7%	13.1%	-3.6%	17.1%	-0.5%	u	0.8%	-3.0%
C[C@H]1CN([C@@H](C)CO)C(=O)CCCn2nncc2CO[C@H]1CN(C)C(=O)Oc1ccccc1	-2.3%	90.2%	5.2%	9.0%	0.7%	u	1.6%	x	-0.6%
CC(=O)Nc1ccc(/C=C/c2nc3ccccc3[nH]c2=O)cc1	-2.0%	14.6%	-2.9%	4.9%	43.8%[activator]	3.1%	31.9%[activator]	u	3.2%
C/C(=N\N1CCCCC1)c1c(O)[nH]c(=O)[nH]c1=O	0.9%	u	21.8%	-2.3%	-2.3%	u	149.5%[activator]	3.1%	24.3%
CCN(CC)P(=S)(c1c(C)nc2ccccn12)c1c(C)nc2ccccn12	u	-18.3%	-16.2%	-12.0%	2.5%	u	-26.5%	10.3µM*	-6.7%
N#CC1c2ccccc2-n2nncc2CN1C(=O)CCc1ccccc1 (stereo unspecified)	1.5%	-0.2%	-9.4%	3.9%	-0.8%	0.0%	8.3%	5.2%	2.8%
O=C(O)C(c1ccccc1)N1C(=O)/C(=C\c2ccc(O)c(O)c2)SC1=S (stereo unspecified)	2.6%	19.6%	-16.0%	8.5%	u	-0.4%	-9.9%	0.0%	9.1%
COc1ccc(OC)c(NC(=O)Cn2cc(C(=O)c3ccccc3F)c3ccccc32)c1	x	-20.4%	11.4%	x	-13.3%	u	u	x	7.8%
